N370S GC – qHTS Assay for Inhibitors and Activators of N370S glucocerebrosidase as a Potential Chaperone Treatment of Gaucher Disease; 330,000 compounds, 0.092% hits; Lysosomal acid glucosylceramidase (Homo sapiens), P04062; Potency, µM (top dose mostly 59.4 µM), for inactives: at the highest dose activity change, negative = inhibition, usual class: inhibitors; N370S GC spleen homogenate, 4MU-glucoside fluorescence;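 note: 0% = full enzyme activity and -100% = no enzyme basal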
TDP1 inh – qHTS Assay for Inhibitors of Tyrosyl-DNA Phosphodiesterase (TDP1); Potency, µM (titrated, usually from 130 µM), inactives show top-dose activity change, negative = inhibition, most hits filed as inhibitors; recombinant TDP1, AlphaScreen DNA substrate cleavage; 350,000 compounds, 0.28% hits; Tyrosyl-DNA phosphodiesterase 1 (Homo sapiens), Q9NUW8; AID 485290, 2010; note: nearly all actives have a fitted effect of over 40% in size
Target sequence (Q9NUW8 whole entry, looked up): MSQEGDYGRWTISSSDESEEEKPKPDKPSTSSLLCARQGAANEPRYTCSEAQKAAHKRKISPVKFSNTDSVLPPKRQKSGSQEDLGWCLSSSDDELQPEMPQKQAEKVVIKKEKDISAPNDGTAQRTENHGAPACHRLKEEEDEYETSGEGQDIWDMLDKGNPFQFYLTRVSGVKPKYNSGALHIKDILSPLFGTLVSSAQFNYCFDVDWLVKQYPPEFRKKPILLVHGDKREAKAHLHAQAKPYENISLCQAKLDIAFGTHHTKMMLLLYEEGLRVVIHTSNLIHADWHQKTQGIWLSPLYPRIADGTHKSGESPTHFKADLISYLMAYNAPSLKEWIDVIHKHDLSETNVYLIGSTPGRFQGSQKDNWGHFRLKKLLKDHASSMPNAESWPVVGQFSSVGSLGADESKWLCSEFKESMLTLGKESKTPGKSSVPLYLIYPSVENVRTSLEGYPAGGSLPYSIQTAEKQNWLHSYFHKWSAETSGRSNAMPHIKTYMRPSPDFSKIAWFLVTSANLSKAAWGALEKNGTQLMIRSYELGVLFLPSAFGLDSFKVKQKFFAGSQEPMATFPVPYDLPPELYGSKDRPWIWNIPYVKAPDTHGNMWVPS
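Enzyme-compound mixtures sat 15 min at room temperature, followed by a 5 min reaction with 15 nM final substrate and 10 min with AlphaScreen beads. Recombinant human Tdp1 was used at 1 nM final.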
FEN1 inhibitor – qHTS Assay for the Inhibitors of Human Flap endonuclease 1 (FEN1); Potency, µM (doses to about 114 µM), for inactives: at the top dose activity change, negative = inhibition, most hits filed as inhibitors; P39748; 390,000 compounds, 0.35% hits; Recombinant FEN1 flap cleavage, fluorescence, 15 min; note: nearly all actives have a fitted effect of over 65% in size
Target sequence (P39748 whole entry, looked up): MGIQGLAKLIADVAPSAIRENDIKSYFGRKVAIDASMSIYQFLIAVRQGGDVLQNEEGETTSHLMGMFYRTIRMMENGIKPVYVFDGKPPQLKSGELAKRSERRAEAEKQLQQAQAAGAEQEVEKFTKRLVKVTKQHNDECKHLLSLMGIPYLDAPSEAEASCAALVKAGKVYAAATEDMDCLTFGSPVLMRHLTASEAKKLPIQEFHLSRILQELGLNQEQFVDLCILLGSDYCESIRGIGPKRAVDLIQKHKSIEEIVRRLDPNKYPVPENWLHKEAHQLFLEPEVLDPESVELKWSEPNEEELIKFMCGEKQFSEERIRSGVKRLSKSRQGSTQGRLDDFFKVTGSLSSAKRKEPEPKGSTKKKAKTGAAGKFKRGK
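FEN1 at 10 nM, compound pretreatment for 15 min (room temperature), 50 nM final substrate to initiate; endpoint reads at 0 and 15 min; DMSO-only plates used as vehicle background.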
Active calls of the source: *; u = inconclusive; x = no result given; [ ] = remark or other dose. Calls come from the whole dose curve; as a rule, active = well fitted curve in the direction sought with a large enough effect; inconclusive = small, poorly fitted or top-dose-only effect, or another doubt; inactive = no such curve, though single readings can be large; an effect the other way counts as inactive or inconclusive. Unless noted, % is set by controls: 0 for no effect and ±100 for the full control effect; potency is the fitted concentration of half-maximal effect.

N370S GC	TDP1 inh	FEN1 inhibitor	Molecule
x	-1%	-12%	Cc1c(C(=O)NC2CC2)oc2ccccc12
x	2%	-15%	C[C@H]1COC(=O)[C@H](NC(=O)OCC2c3ccccc3-c3ccccc32)C/C=C\C[C@H](CC(=O)N(CCO)Cc2ccccc2)C(=O)N1
7%	5%	-2%	Cc1ccsc1/C=N/NC(=O)C1CC(=O)N(c2ccccc2)C1 (stereo unspecified)
x	-3%	-7%	Cc1cc(C)n2nc(CNS(=O)(=O)c3ccc(Cl)cc3)nc2n1
11%	6%	40µM*	C=CC[n+]1c(/C=C2\C=Cc3cc(C)ccc3N2CC)ccc2ccccc21
6%	x	13%	COc1ccc(Cl)cc1NC(=S)NC1CCCC1
6%	-3%	-5%	CCCCN(C)Cc1c(C)[nH]c2ccc(C)cc2c1=O
x	-6%	0%	CCN(CC)c1ccc(NC(=O)CCS(=O)(=O)c2ccc3c(c2)oc(=O)n3C)c(C)c1
x	2%	7%	CCC(CO)Oc1cc(NCc2ccc(C(=O)O)cc2)c2ncn(C(C)C)c2c1 (stereo unspecified)
x	5%	-9%	COc1ccc(NC(=O)CSC2=Nc3ccccc3C3=NC(CC(=O)NCc4ccco4)C(=O)N23)cc1 (stereo unspecified)
-7%	x	6%	CN1CCN(CC#Cc2ccccc2)CC1CCO (stereo unspecified)
-2%	-2%	2%	CC1CCC2=NN(C(=O)c3ccco3)C(O)(C(F)(F)F)C2C1 (stereo unspecified)
-9%	3%	-5%	O=C(CCS(=O)(=O)c1ccccc1)Nc1nnc(-c2ccco2)o1
5%	-8%	1%	COc1ccc(CCNC(=O)CCc2ccc(S(=O)(=O)NCC(C)C)cc2)cc1OC
-21%	7%	12%	COc1cccc(-c2ccc(NC(=O)C3CCCN(Cc4cnn(C)c4)C3)cc2)c1 (stereo unspecified)
-7%	-3%	-6%	Cc1nn(-c2ccccn2)c(C)c1Oc1ccccc1O
u	2%	-23%	CCOC(=O)N1CCC(NC(=O)c2ccc3c(c2)N(C)C(=O)/C(=C/c2cccc(OC)c2)S3)CC1
3%	x	-5%	CN(C)S(=O)(=O)c1ccc(C(=O)NCC[N+]2(C)CCCCCC2)o1
15%	7%	-3%	O=C(Nc1ccc(N2CCOCC2)cc1)c1cc2c(s1)CCCC2
x	-2%	0%	COc1ccc(NC(=O)Cn2c(=O)cc(C)c3c(C)nn(C)c32)cc1
x	0%[56.1 µM]	-15%	COc1ccc(C(=O)NCC(=O)OCc2ccc(Cl)cc2Cl)cc1OC
24%	0%	-3%	CC(=O)c1cccc(N(CC(=O)Nc2cc(C)cc(C)c2)S(C)(=O)=O)c1
-6%	8%	5%	O=C(O)/C=C/C(=O)NCc1ccccc1
9%	-8%	-11%	Cc1ccc(NS(=O)(=O)c2ccc(Br)s2)nc1
2%	-1%	18%	Cc1ccn2cc(CNS(=O)(=O)c3cccs3)nc2c1
-11%	x	14%	Fc1ccc(CSc2nc3ncc(Br)cc3[nH]2)cc1
12%	-1%	3%	CC(C)CC(=O)NC(=S)NNC(=O)c1ccc([N+](=O)[O-])cc1
-9%	2%	1%	CC(=O)Nc1ccc(-c2cc(NC(C)=O)n(-c3ccccc3)n2)cc1
-2%	-6%	-3%	CCN(Cc1ccccc1)C(=O)CS(=O)(=O)c1ccccc1
14%	6%	4%	CC1(C)CC(=O)N(CC(=O)NC2CCCC2)c2ccccc2S1(=O)=O
-1%	0%	-5%	CCCc1c(C(=O)N/N=C/c2sccc2C)nnn1-c1nonc1N
5%	2%	1%	O=C(CSc1nnnn1C1CCCCC1)NCCc1ccccc1
-1%	5%	7%	COc1ccc(NC(=O)CN(c2c(C)cccc2C)S(C)(=O)=O)cc1
-1%	7%	-6%	Cc1ccc(N/C=C(\[N+](=O)[O-])S(=O)(=O)c2ccccc2)cc1
1%	3%	-5%	COc1cc(C(=O)OC2CSCC2NC(=O)c2ccccc2)cc(OC)c1OC (stereo unspecified)
-1%	6%	1%	CC(C)Oc1ccc(C2CC(=O)N(Nc3ccc([N+](=O)[O-])cc3[N+](=O)[O-])C2=O)cc1 (stereo unspecified)
3%	3%	-3%	Cc1ccc(F)cc1CNC(=O)C1CCC(=O)N(CCc2ccccc2)C1 (stereo unspecified)
1%	3%	7%	CCOc1ccccc1CNC(=O)CCN1C(=O)COc2ccccc21
-4%	2%	2%	CCn1c(=O)cc(OCC(=O)NCCCN2CCC(C)CC2)c2ccccc21
6%	5%	-7%	CCOC(=O)/C(N=Nc1c(Br)cc(Br)cc1Br)=C(\C)O
x	-5%	-5%	CCCCC12CN3CC(C)(CN(C1)C3c1c(C)[nH]c(=O)[nH]c1=O)C2=O (stereo unspecified)
x	-4%	-24%	Cc1cc(C)c(C)c(S(=O)(=O)Nc2ccccc2N2CCOCC2)c1C
x	0%	-13%	CC1CCc2nc(-c3cc4ccc(O)cc4oc3=O)sc2C1 (stereo unspecified)
-6%	1%	1%	Cc1oc(-c2ccccc2F)nc1CN1CCC(C(=O)NCc2ccco2)CC1
-1%	4%	4%	COc1cccc(N2CCN(C3C4CC5CC(C4)CC3C5)CC2)c1 (stereo unspecified)
2%	x	-3%	Cc1cc(SCc2ccc([N+](=O)[O-])cc2)nc(=O)[nH]1
x	-2%	18%	CCOC(=O)c1ccc(NC(=O)CCn2cnnn2)cc1
x	11%	-13%	Cc1cccc(OCC(=O)Nc2c(C(=O)N3CCN(c4ccccc4F)CC3)oc3ccccc23)c1
-6%	5%	-19%	CCOc1cccc(C2/C(=C(/O)c3ccc4c(c3)CC(C)O4)C(=O)C(=O)N2Cc2cccnc2)c1 (stereo unspecified)
x	-3%	-10%	COc1ccc2c(c1)-c1nc(NC(=O)c3ccccc3F)sc1CC2
-7%	-1%	-2%	CC(=O)N1C(C(=O)O)CSC1c1cccc(C)c1 (stereo unspecified)
25%	2%	-8%	Cc1ccc(NC(=S)NCc2ccc3c(c2)OCO3)cc1
9%	0%	-2%	NS(=O)(=O)c1ccc(CNC(=S)NC2CC2)cc1
x	1%	11%	O=C(NC(=O)c1cccc(F)c1)Nc1ccc(-c2cc(C(F)(F)F)nn2-c2ccccc2)cc1
-4%	6%	-14%	CCOc1ccc(CN(C)C(=O)[C@H](Cc2ccccc2)NC(=O)OCc2ccccc2)cc1OC
-1%	-8%	-3%	COc1ccc(S(=O)(=O)N(Cc2ccccc2)c2ccccc2C(=O)N2CCOCC2)cc1
x	-6%	20%	CC(=O)c1ccc(N2CCN(C(=O)C3CCN(S(=O)(=O)c4cn(C)cn4)CC3)CC2)cc1
7%	-3%	-20%	OCC1(Cc2cccc(Cl)c2)CCCN(Cc2cn[nH]c2C2CCCCC2)C1 (stereo unspecified)
-6%	2%	0%	CC(OC(=O)c1cccc(S(=O)(=O)N2CCCCC2)c1)C(=O)NCC1CCCCC1 (stereo unspecified)
-1%	-6%	1%	COc1ccccc1C(=O)Nc1ccc(Br)cc1C

(further entries)
N370S GC	TDP1 inh	FEN1 inhibitor	Molecule
-3%	x	2%	Nc1cc(N)nc(SCCc2ccccc2)n1
x	0%	8%	CC1CCCC(C)N1C(=O)COC(=O)c1n[nH]c(=O)c2ccccc12 (stereo unspecified)
-21%	3%	-1%	COC(=O)c1c(NC(=O)CN2C(=O)NC3(CCc4ccccc4C3)C2=O)sc2c1CCCCC2 (stereo unspecified)
9%	3%	-3%	CCCCNC(=S)NNC(=O)c1sccc1C
x	1%	2%	Cc1csc(SCC(=O)Nc2ccccc2C)n1
u	0%	-5%	Cc1ccc(S(=O)(=O)n2nc(C)c(Br)c2C)c(C)c1C
-1%	8.9µM*	x	CCOC(=O)C1=NO[C@@]2(C=C(Br)C(=O)[C@H]3O[C@H]32)C1
-8%	0%	x	CC(C)(C)OC(=O)NCCCC1=CC2=CC(=O)C(C)(OC(=O)c3ccco3)C(=O)C2=CO1 (stereo unspecified)
4%	6%	-1%	CCNCC(=O)N1c2ccccc2CCc2ccc(NC(C)=O)cc21
9%	-2%	4%	CCOP(=O)(c1ccc(N(C)C)cc1)C(O)c1ccccc1 (stereo unspecified)
u	x	-25%	CCCCn1c(C2CCCCC2)nc2cc3[nH]c(=O)c(C(C)C)nc3cc21
1%	3%	-6%	CCOc1ccc(CNCCCSc2ncccn2)cc1
8%	5%	-2%	Cc1ccc(C(=O)n2nc(-c3ccco3)nc2N)cc1
17%	7%	-2%	CCOC(=O)c1c(NC(=O)C2CCN(S(=O)(=O)c3cccs3)CC2)sc(C)c1C
5%	4%	-21%	C=CCNC(=S)N1CCN(c2ncc(C(F)(F)F)cc2Cl)CC1

Two entries from above, set out differently.
Order of values: N370S GC, TDP1 inh, FEN1 inhibitor
> Cc1csc(SCC(=O)Nc2ccccc2C)n1
 : x, 1%, 2%
> Cc1ccc(S(=O)(=O)n2nc(C)c(Br)c2C)c(C)c1C
 : u, 0%, -5%

Additional results follow.
N370S GC	TDP1 inh	FEN1 inhibitor	Molecule
5%	8%	-11%	O=C1CCC(=O)N1c1ccc(CSc2nnnn2C2CCCCC2)cc1
6%	-7%	1%	CCCOc1ccc(Cc2c(Cl)nc(SC)nc2OC)cc1
-1%	3%	6%	CC(C)(C)NC(=O)CSc1nncn1NCc1cccc2ccccc12
9%	4%	2%	O=C(c1cc2n(n1)C(C(F)(F)F)CC(c1ccco1)N2)N1CCc2ccccc2C1 (stereo unspecified)
10%	5%	1%	O=C(O)c1nn(CCOc2cccc(Cl)c2)c(=O)c2ccccc12
-3%	2%	-14%	CN(CC(=O)Nc1ccccc1F)CC(=O)Nc1ccc(F)c(F)c1F
x	-10%	-14%	CCc1ccc(NS(=O)(=O)c2ccc3[nH]cc(C(=O)NCCc4cccc(C)c4)c(=O)c3c2)cc1
-4%	5%	-13%	Cc1cc(/C=N/n2cnnc2)c(C)n1-c1ccc(OCc2ccccc2F)cc1
20%	x	-18%	C=CCSc1nc2c(cc1C#N)CCC2
2%	0%	3%	CCOC(=O)C(CCCOc1ccc(C)cc1)C(=O)OCC
-14%	-4%	18%	Cc1ccc(-c2noc(-c3c(C)noc3C)n2)cc1
2%	-1%	-2%	Cc1ccc(S(=O)(=O)N2CCN(C(=O)CN3CCCC3)C2)cc1
-2%[12.8 µM]	2%	3%	CSc1cc(-c2ccccc2)n(Cc2ccc(Cl)cc2Cl)c(=O)c1C#N
-2%	5%	-1%	CN(C)CCCN1C(=O)CSC1c1ccccc1 (stereo unspecified)
19%	3%	-13%	CC(OC(=O)c1cc(Cl)ccc1[N+](=O)[O-])C(=O)NC(C)c1ccc(F)cc1 (stereo unspecified)
17%	3%	-4%	CCc1ccccc1NC(=O)Nc1cccs1
-14%	7%	-9%	Cc1cccc(Cc2c(C)nc3c(C(=O)N4CCN(Cc5ccc6c(c5)OCO6)CC4)cnn3c2C)c1
16%	4%	1%	CC(C)Cc1nnc(NC(=O)CCC(=O)Nc2ccc(F)cc2)s1
10%	4%	0%	CN(C)C(=O)COC(=O)c1ccccc1Nc1ccc(SC(F)F)cc1
x	5%	-10%	CC(C)(C)c1ccccc1NC(=O)CSc1nc(-c2cccs2)cc(C(F)(F)F)n1
3%	0%	1%	COC(=O)C(Cc1ccccc1)NC(=S)NC(=O)c1ccccc1 (stereo unspecified)
x	0%	-9%	CC1CCN(C(=O)COC(=O)c2ccc3c(c2)OCCO3)CC1
0%	4%	1%	Cc1cc(Br)ccc1NC(=O)C1CSC2(C)CCC(=O)N12 (stereo unspecified)
-14%	3%	2%	CC[n+]1oc(-c2ccccc2)cc1C
x	2%	u	CN(Cc1ccccc1)C(=O)CSc1c2c(nc3ccc(Cl)cc13)CCCC2

Among those listed so far, 14 have an aryl thioether with sulfur outside any ring:
N370S GC	TDP1 inh	FEN1 inhibitor	Molecule
-11%	x	14%	Fc1ccc(CSc2nc3ncc(Br)cc3[nH]2)cc1
5%	2%	1%	O=C(CSc1nnnn1C1CCCCC1)NCCc1ccccc1
2%	x	-3%	Cc1cc(SCc2ccc([N+](=O)[O-])cc2)nc(=O)[nH]1
-3%	x	2%	Nc1cc(N)nc(SCCc2ccccc2)n1
x	1%	2%	Cc1csc(SCC(=O)Nc2ccccc2C)n1
1%	3%	-6%	CCOc1ccc(CNCCCSc2ncccn2)cc1
5%	8%	-11%	O=C1CCC(=O)N1c1ccc(CSc2nnnn2C2CCCCC2)cc1
6%	-7%	1%	CCCOc1ccc(Cc2c(Cl)nc(SC)nc2OC)cc1
-1%	3%	6%	CC(C)(C)NC(=O)CSc1nncn1NCc1cccc2ccccc12
20%	x	-18%	C=CCSc1nc2c(cc1C#N)CCC2
-2%[12.8 µM]	2%	3%	CSc1cc(-c2ccccc2)n(Cc2ccc(Cl)cc2Cl)c(=O)c1C#N
10%	4%	0%	CN(C)C(=O)COC(=O)c1ccccc1Nc1ccc(SC(F)F)cc1
x	5%	-10%	CC(C)(C)c1ccccc1NC(=O)CSc1nc(-c2cccs2)cc(C(F)(F)F)n1
x	2%	u	CN(Cc1ccccc1)C(=O)CSc1c2c(nc3ccc(Cl)cc13)CCCC2

High-throughput results from PubChem.
